Lmaj promast = inhibitors of Leishmania major promastigote growth; 200,000 tested, 9% active; AID 1063; Leishmania major promastigotes, resazurin fluorescence viability; inhibition, % at 10 µM; in the data active = inhibition above about 50%;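 also: promastigotes grown with compound for 44 hours at 28 °C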
TNAP act hi DEA = activators of human TNAP at high phosphate acceptor concentration; P05186; purified TNAP, CDP-star luminescence, 1 M DEA, 30 min; active compounds read high; 0 = EDTA background, 1 = DMSO-only activity; activation factor at 20 µM; 200,000 tested, under 10 active; AID 1136;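 active = activation factor at least 2 at 20 µM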
Target sequence (P05186 whole entry, looked up): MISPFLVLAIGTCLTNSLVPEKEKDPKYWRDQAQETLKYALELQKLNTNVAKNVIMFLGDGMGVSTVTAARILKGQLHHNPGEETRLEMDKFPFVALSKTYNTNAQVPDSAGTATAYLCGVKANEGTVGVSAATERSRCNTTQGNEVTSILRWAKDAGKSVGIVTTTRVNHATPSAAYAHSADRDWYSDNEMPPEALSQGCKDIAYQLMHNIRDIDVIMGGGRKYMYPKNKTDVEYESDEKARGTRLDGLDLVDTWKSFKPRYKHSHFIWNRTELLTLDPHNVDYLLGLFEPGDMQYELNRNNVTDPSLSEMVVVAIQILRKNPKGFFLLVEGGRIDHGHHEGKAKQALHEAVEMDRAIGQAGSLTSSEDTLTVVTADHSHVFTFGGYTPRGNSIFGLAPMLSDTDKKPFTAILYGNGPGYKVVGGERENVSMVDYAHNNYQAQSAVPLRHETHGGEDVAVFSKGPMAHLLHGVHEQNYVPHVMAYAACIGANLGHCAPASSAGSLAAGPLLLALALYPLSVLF
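Measured by: Luminescent substrate turnover signal | Test system: Human TNAP | Input: TNAP 1/800 final | Dosing: 20 µM single point | Schedule: 30 min, room temperature | Controls: EDTA wells as negative control, DMSO wells as positive control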
APP 5UTR inh = APP translation inhibition; 190,000 tested, 0.82% active; inhibition, % at 2 µM; AID 1285; SH-SY5Y APP 5'UTR-luciferase reporter, luminescence;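 active = inhibition above a set limit, derived from the sample mean plus 3 SD, cut at about 45% in these data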; also: values of inactives mirror those of a sister screen read the other way
RAM inhibit = inhibitors of the yeast RAM network; inhibition, % at 50 µM; 190,000 tested, 1.8% active; S. cerevisiae dse1pr::URA3 reporter, 5-FOA growth OD615, 2 d; analog-sensitive cbk1-as2 kinase mutant strain; AID 868;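 active = inhibition above a set limit, 3 SD over mean compound inhibition, cut at about 8.4% in these data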;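 also: 0% = DMSO-only wells with no growth and 100% = 10 µM 1-NA-PP1 full growth; inhibition rescues growth on 5-FOA so higher OD means more RAM inhibition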
bIAP inh = intestinal alkaline phosphatase (bovine) inhibition | purified bovine IAP, CDP-star luminescence, 30 min | inhibition, % at 20 µM | 190,000 tested, under 10 active;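 active = over 50% inhibition of intestinal alkaline phosphatase at 20 µM in the single-dose screen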
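System: purified bovine intestinal alkaline phosphatase (IAP) enzyme; Input: IAP diluted 1/65,000,000 in the well; Measured by: CDP-star luminescence signal; Compound dosing: 20 µM single dose; Incubation: 30 min reaction at room temperature.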
FLuc act counter = firefly luciferase counter-screen for stimulation assays. ATPlite luciferase biochemical, luminescence, 10 min; 0 = ATP-free wells, 1 = DMSO control. activation factor at 10 µM. 200,000 tested, under 10 active;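 active = luciferase activation factor, scaled between plate controls, of at least 2 with compound at 10 µM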
Target sequence (P08659 whole entry, looked up): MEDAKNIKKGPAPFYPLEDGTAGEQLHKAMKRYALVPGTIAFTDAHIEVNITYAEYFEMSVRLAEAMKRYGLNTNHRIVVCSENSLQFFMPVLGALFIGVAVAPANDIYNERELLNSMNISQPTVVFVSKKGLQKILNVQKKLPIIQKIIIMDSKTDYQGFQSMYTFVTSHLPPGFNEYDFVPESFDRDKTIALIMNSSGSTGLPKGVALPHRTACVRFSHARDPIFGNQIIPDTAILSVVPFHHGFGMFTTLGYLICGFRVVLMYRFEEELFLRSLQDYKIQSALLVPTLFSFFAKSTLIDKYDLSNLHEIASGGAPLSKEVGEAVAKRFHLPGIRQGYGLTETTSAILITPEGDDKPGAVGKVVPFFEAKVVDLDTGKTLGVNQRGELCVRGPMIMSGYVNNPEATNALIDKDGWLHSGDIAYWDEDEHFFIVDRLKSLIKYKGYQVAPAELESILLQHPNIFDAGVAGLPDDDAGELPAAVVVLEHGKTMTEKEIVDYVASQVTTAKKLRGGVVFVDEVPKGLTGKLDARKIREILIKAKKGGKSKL
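Material: Luciferase/luciferin reagent mix | Doses: Test compounds dosed from 2 mM stocks in 100% DMSO | Timing: 10 min incubation after luciferase reagent addition, room temperature | Measured by: Luminescence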
FLuc inh counter = Photinus pyralis luciferase inhibition counter-screen; P08659; ATPLite firefly luciferase biochemical luminescence, 10 min; inhibition, % at 10 µM; 200,000 tested, 1.5% active;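 active = inhibition above about 50% when tested at 10 µM, limit read from the data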
bIAP activator = intestinal alkaline phosphatase (bovine) activation; AID 1016; activation factor at 20 µM; 200,000 tested, 0.17% active; purified bovine IAP, CDP-star luminescence, 30 min; active compounds read high; fold of DMSO-control signal, blank-subtracted;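 active = activation factor of 2 or more at 20 µM, a signal rise over negative controls twice the positive control's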
TNAP inh hiacc = blocks human TNAP under high phosphate acceptor concentration. purified TNAP, CDP-star luminescence, 1 M DEA. inhibition, % at 20 µM. 200,000 tested, 0.03% active. P05186;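 active = over 50% inhibition of tissue-nonspecific alkaline phosphatase at 20 µM in the single-dose screen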;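 also: plate controls were DMSO wells for no effect and EDTA-quenched wells as full inhibition for full effect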
TNAP inh no acc = inhibitors of human TNAP without phosphate acceptor. 200,000 tested, 0.26% active. inhibition, % at 20 µM. P05186. purified TNAP, CDP-star luminescence, 30 min;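 active = tissue-nonspecific alkaline phosphatase inhibition above about 50% at 20 µM in the single-dose screen, limit read from the data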;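 also: 0% = DMSO negative control and 100% = EDTA positive control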
An asterisk follows results filed as active; / = not tested or not shown.

SMILES	Lmaj promast	TNAP act hi DEA	APP 5UTR inh	RAM inhibit	bIAP inh	FLuc act counter	FLuc inh counter	bIAP activator	TNAP inh hiacc	TNAP inh no acc
Cc1cc(C(=O)OCC(=O)Nc2sc3c(c2C#N)CCC(C)C3)c2ccccc2n1 (stereo not given)	-6	1	-12	0.9	4	1	3	1	5	1
O=C(N/N=C/c1ccncc1)c1cc2c(ccc3ccccc32)o1	2	1	-13	5.6	9	1	4	0.9	-2	4
O=C(N1CCOCC1)N(Cc1cccs1)C1CCCC1	3	1.1	24	0.3	12	1.1	-7	0.9	-9	-19
c1ccc2c(SCc3cn4ccccc4n3)nncc2c1	9	1	-10	0.2	0	0.9	13	1	-3	-4
COc1ccccc1C1CC(=O)NC(SCC(=O)Nc2ccccc2)=C1C#N (stereo not given)	12	1	-14	3.3	4	1.1	-7	1	-4	21
COc1ccc(C(C)(C)C)cc1NC(=O)CNc1cccc2ccccc12	11	1	3	1.0	/	1	-4	0.3	1	-15
COc1ccccc1N1CCN(Cc2nc(N)nc(Nc3ccccc3)n2)CC1	1	1.1	6	0.1	24	1.1	-8	0.8	-7	-2
O=S(=O)(NCCSc1nnnn1-c1ccccc1)c1cccs1	21	1.1	-21	1.1	17	1.1	-6	0.8	-6	-13
CCN(CC)S(=O)(=O)c1ccc2c(c1)c(=O)c(C(=O)N1CCN(c3ccccc3)CC1)cn2C	-6	1	0	-1.0	-1	1	-1	1	4	-2
NS(=O)(=O)c1ccc(CCNC(=O)COC(=O)CCc2ccccc2)cc1	-2	1.1	-8	3.5	4	1	-5	1	-8	-9
c1ccc(-n2ncc3c(N4CCCCC4)ncnc32)cc1	35	1	-115	2.0	-8	0.1	89*	1.1	-3	-7
CCC1=NN(C(=O)C(=O)Nc2ccccc2OC)C(O)(C(F)(F)F)C1 (stereo not given)	0	1	-2	3.5	-14	1.1	-7	1.1	-3	-11
COC(=O)c1ccc(NC(=O)CSCC(=O)OCC(=O)c2ccc(Br)cc2)cc1	-5	1	8	2.8	8	0.9	7	0.9	-1	-8
COc1ccc(CCNC(=O)c2ccc(CNc3c(N4CCOCC4)c(=O)c3=O)cc2)cc1OC	-5	1	10	5.4	1	1	-4	1	-1	-11
O=C(CSc1nc2scc(-c3ccccc3)c2c(=O)[nH]1)N1CCCCC1	0	1	-11	3.8	-19	1	-5	1.2	-2	-7
COC(=O)Cn1c(=NC(=O)c2ccc(Cl)s2)sc2cc(F)ccc21	-3	1	-41	3.0	-13	1	1	1.1	0	2
C=CCSc1nnc(NC(=O)c2cccc(S(=O)(=O)N3CCOCC3)c2)s1	-1	1.1	9	5.6	6	1	-1	0.9	-6	-5
CCOC(=O)C1CCN(C(=O)CSc2ccccc2)CC1	-5	1	-6	1.6	3	1.1	-6	1	2	-1
OCc1nc2ccccc2n1C/C=C/c1ccccc1	1	1	-2	1.3	-125	1	-4	2.2*	-3	-4
CCOCCCNS(=O)(=O)c1ccc2c(c1)oc(=O)n2CC(=O)OCC	-7	1	16	-0.3	5	1.1	-11	1	-3	-11
CCc1ccc(-c2cc(C(=O)NCCCn3ccnc3)c3ccccc3n2)s1	29	1.1	-11	2.9	5	0.5	46	1	-8	-5
CCC(=O)N1CCC(C(N)=O)(N2CCCCC2)CC1	1	1	1	0.4	-1	1	-5	1	-1	-7
Cc1cc(C)cc(N(CC(=O)Nc2c(C)n(C)n(-c3ccccc3)c2=O)S(C)(=O)=O)c1	-2	1.1	6	2.1	4	1.1	-11	1	-8	-2
Cn1cccc1Cc1nnc(SCC(=O)N2CCCCCC2)n1-c1ccc(F)cc1	-2	1.1	-4	0.6	-7	1.1	-9	1.1	-6	2
COC(=O)CCCNC(=O)CC1C(=O)NCCN1Cc1ccoc1 (stereo not given)	0	1.1	-6	0.7	3	1.1	-6	1	-8	-12
Cc1ccccc1CNS(=O)(=O)c1ccc2c(c1)OCCO2	3	1	-14	-0.2	-6	1	-3	1.1	-1	-10
Cc1cccc2cc(CN(Cc3ccco3)C(=O)Nc3cccc(C#N)c3)c(Cl)nc12	11	1	-1	1.2	4	1	-3	1	-3	-7
CCCC(C)NC(=O)COC(=O)c1cc(Br)c(Br)s1 (stereo not given)	0	1	16	0.7	-6	1	-3	1.1	-4	-6
Cc1nc2ccc(N=NC3=C(O)CC(C)(C)CC3=O)cc2s1	91*	0.9	-37	-0.1	16	0.8	22	0.8	12	9
COc1ccc(-n2nc(C(=O)NCC(=O)NCC3CCCO3)c3ccccc3c2=O)cc1Cl (stereo not given)	-6	1	-17	1.3	-8	1	-3	1.1	-4	-12
CCCS/C(N)=N/N=C/c1ccccc1O	4	1	-90	3.0	3	0.8	20	1	-4	-4
NC(=S)N/N=C/c1coc2cc(Cl)ccc2c1=O	-10	1	-1	3.1	6	1.1	-5	0.9	1	-10
CC(=O)c1c(C(C)=O)c(C)n(NC(=O)c2ccccc2Cl)c1C	-3	1	3	1.8	-6	1	-1	1.1	0	-8
Cn1c(=O)c2cc(S(=O)(=O)NCCC(=O)Nc3ccc(F)cc3F)ccc2n(C)c1=O	8	1	1	2.6	-25	1	0	1.2	-1	-7
Cc1ccc(CNC(=O)CS(=O)Cc2nc(-c3ccccc3C)oc2C)cc1 (stereo not given)	-3	1.1	-10	0.6	-7	1	-4	1.1	-7	0
C/C(=N/OC(=O)C1CC1c1ccccc1)c1ccccc1 (stereo not given)	-2	1	-24	-0.6	5	1	1	1	-2	-13
CCN1/C(=C\C=C2\C(=O)N(C)C(=S)N2C)Sc2ccccc21	-1	0.7	-84	5.4	35	0.9	14	0.6	34	38
O=C1C2C3C=CC(C3)C2C(=O)N1/N=C/c1cn(Cc2ccc(F)cc2)c2ccccc12 (stereo not given)	3	1.1	13	0.5	0	1.1	-6	1	-8	-1
Cc1ccc(-c2nn(-c3ccccc3)cc2C=O)o1	52*	1	-144	-0.9	-8	0.4	62*	1.1	-1	-7
CN(CCCCCC(=O)/C=N/O)Cc1ccccc1	-1	1	-7	0.4	6	1.1	-7	0.9	-2	-13
O=C1CC(N(Cc2cccs2)C(=O)Nc2ccccc2)C(=O)N1c1ccc(Cl)cc1 (stereo not given)	12	1	2	0.2	11	1	-5	0.9	1	-12
CC(C)OC(=O)CSc1nnc(CNc2ccc(Cl)cc2)n1C	-1	1	1	0.7	10	1.1	-9	0.9	-4	-7
Cc1nc2c([nH]c3ccc(Br)cc32)s1	4	1	-1	5.2	0	1	4	1	-1	-7
Cc1ccc(-c2nc3cc(Br)cnc3nc2-c2ccc(C)cc2)cc1	26	1	4	3.4	13	1	-4	0.9	0	2
COc1ccc(Br)cc1C1NC(=O)NC(C)=C1C(=O)N(C)C (stereo not given)	-2	1	-20	1.1	12	1.1	-6	0.9	-5	-7
COC(=O)/C(=C/c1ccc2c(c1)c1ccccc1n2C)NC(=O)c1ccccc1	10	1	4	6.4	7	1	-2	0.9	-1	-10
CC#CCC(CC#CC)c1nc2ccccc2c(=O)n1N	-6	1	14	3.3	-9	1	-5	1.1	-4	-1
CC(OC(=O)CCCCCN=C1NS(=O)(=O)c2ccccc21)C(=O)Nc1cc(Cl)cc(Cl)c1 (stereo not given)	0	1	10	4.6	-1	1.1	-7	1	0	-18
CC(C)N(Cc1nc(-c2ccccc2)no1)C(=O)C(Cl)(Cl)Cl	13	1.1	7	5.2	13	1	1	0.9	-6	-9
CC(Sc1nnc(COc2ccc(Cl)cc2)n1Cc1ccccc1)C(=O)O (stereo not given)	-8	1	-9	1.8	-5	1	-5	1.1	-4	-6
Cc1cc(N2C(=O)CC(N3CCN(C(c4ccccc4)c4ccccc4)CC3)C2=O)no1 (stereo not given)	-5	1.1	32	3.4	-4	1	-2	1	-8	-12
CCCOc1ccc(NCC(=O)Nc2ccc(C)cc2C)cc1	7	1	0	1.4	-10	1.1	-6	1.1	-3	-9
COc1ccccc1NS(=O)(=O)c1cc(NC(=O)c2cccs2)ccc1N1CCCC1	94*	1	-8	4.7	5	1	-3	0.9	-2	-19
C=CCn1c(=O)c2c3c(sc2n2c(Nc4ccc(OC)cc4)nnc12)CCCC3	38	1	5	4.5	2	1	-4	1	0	-5
Cc1nc2ccc(NC(=O)Cc3cccs3)cc2s1	-9	1.1	-63	1.5	21	0.6	38	0.8	-8	5
COc1ccc(CCNC(=O)C2(C)CCC(=O)N2CCC(C)C)cc1OC (stereo not given)	17	1	10	0.3	9	1.1	-11	0.9	-2	-7
CCOC(=O)c1cc2c(nc1C)-c1cc(Cl)cc(Cl)c1OC2O (stereo not given)	2	1	-22	2.6	-4	1.1	-6	1	0	-9
CC(C)CN(C(=O)CSc1nnnn1-c1ccccc1)c1c(N)n(CC(C)C)c(=O)[nH]c1=O	-8	1.1	-6	0.6	1	1.1	-9	1	-5	-4
c1ccc(-c2csc(N3CCN(c4ccccn4)CC3)n2)cc1	-3	1	-29	0.7	22	0.8	16	0.8	1	-6
CCOc1ccc(NC(=O)N(CCC(C)C)C2CCN(C(C)=O)CC2)cc1	-2	1	3	-1.8	-10	1	-4	1.1	-2	3

Given bar-delimited: five of the compounds above
SMILES | Lmaj promast | TNAP act hi DEA | APP 5UTR inh | RAM inhibit | bIAP inh | FLuc act counter | FLuc inh counter | bIAP activator | TNAP inh hiacc | TNAP inh no acc
CC(C)N(Cc1nc(-c2ccccc2)no1)C(=O)C(Cl)(Cl)Cl | 13 | 1.1 | 7 | 5.2 | 13 | 1 | 1 | 0.9 | -6 | -9
CC(Sc1nnc(COc2ccc(Cl)cc2)n1Cc1ccccc1)C(=O)O (stereo not given) | -8 | 1 | -9 | 1.8 | -5 | 1 | -5 | 1.1 | -4 | -6
Cc1cc(N2C(=O)CC(N3CCN(C(c4ccccc4)c4ccccc4)CC3)C2=O)no1 (stereo not given) | -5 | 1.1 | 32 | 3.4 | -4 | 1 | -2 | 1 | -8 | -12
CCCOc1ccc(NCC(=O)Nc2ccc(C)cc2C)cc1 | 7 | 1 | 0 | 1.4 | -10 | 1.1 | -6 | 1.1 | -3 | -9
COc1ccccc1NS(=O)(=O)c1cc(NC(=O)c2cccs2)ccc1N1CCCC1 | 94* | 1 | -8 | 4.7 | 5 | 1 | -3 | 0.9 | -2 | -19

Going on with the list.
SMILES	Lmaj promast	TNAP act hi DEA	APP 5UTR inh	RAM inhibit	bIAP inh	FLuc act counter	FLuc inh counter	bIAP activator	TNAP inh hiacc	TNAP inh no acc
CCOc1ccc(C(=O)Nc2ccc(NC(=O)c3ccco3)c(Cl)c2)cc1Br	-3	1	-18	2.5	11	1	-3	0.9	-5	-10
Cc1cc(NC(=O)COC(=O)C2CCN(S(=O)(=O)c3c(Cl)cccc3Cl)CC2)no1	10	1	-13	0.4	10	1	-1	0.9	3	-4
O=S(=O)(NCCSc1nnc(-c2ccco2)n1-c1ccccc1)c1ccccc1	3	1.1	-2	1.9	13	1	-4	0.9	-8	-17
O=S(=O)(Nc1cccc(Cl)c1)c1ccc2oc(=S)[nH]c2c1	-6	1	-19	0.1	6	1.1	-12	0.9	-3	-10
O=[N+]([O-])c1cc(C(F)(F)F)ccc1Sc1ccc2ccccc2n1	-2	1	-20	3.9	8	1	-4	0.9	-2	-6
CS(=O)(=O)N1CCN(c2ccc([N+](=O)[O-])cc2F)CC1	-6	1	15	3.7	-1	0.9	6	1	3	-4

A few values from the list:
Under RAM inhibit, `Cc1cc(NC(=O)COC(=O)C2CCN(S(=O)(=O)c3c(Cl)cccc3Cl)CC2)no1` reads 0.4
Under bIAP inh, `O=S(=O)(Nc1cccc(Cl)c1)c1ccc2oc(=S)[nH]c2c1` reads 6

Assay outcomes deposited in PubChem by several laboratories.
